Screening data: PubChem, Augusta University
HT1080 EIF4E-luc2: inhibitors of EIF4E gene expression, primary screen, cell-based, HT1080, luciferase reporter (AID 1224817); HT1080 EIF4E-luc2 knock-in reporter, luciferase, 16 h; active compounds read low; log2 luciferase activity ratio at 2.5 µM; 2,000 tested, 1% active;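 active = log2 luciferase ratio at or below -0.5849, meaning signal at two thirds of solvent-only control or lower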;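 note: luciferase reports endogenous eIF4E expression since it is co-expressed from the native EIF4E locus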
* marks the source's active call; other numbers are inactive results; & = joins results of further samples.

SMILES	HT1080 EIF4E-luc2
CN(CCC(=O)O)C1=Nc2ccc(Cl)cc2C(c2ccccc2)=[N+]([O-])C1	0.298
Oc1c(Cl)c(Cl)c(Cl)c(Cl)c1Cl (tested in a mixture with another compound)	0.205&0.354&0.366
O=C(O)C(Br)C(Br)C(=O)O (stereo not drawn)	-0.0551
Cc1ncc([N+](=O)[O-])n1CCN=[N+]=[N-]	-0.0958
NCC1OC(OC2C(CO)OC(OC3C(O)C(N)CC(N)C3OC3OC(CN)C(O)C(O)C3N)C2O)C(N)C(O)C1O (stereo not drawn) (tested in a mixture with another compound)	0.0823
CN(C)C1C(=O)C(C(N)=O)=C(O)C2(O)C(=O)C3=C(O)c4c(O)cccc4C(C)(O)C3CC12 (stereo not drawn)	-0.0782
N#CCCCC[N+]12CN3CN(CN(C3)C1)C2	0.0785
O=c1[nH]cnc2[nH]cc(CN3CCCCC3)c12	-0.0784
C1CC2CN(CCCN3CCOCC3)C(C1)O2 (stereo not drawn)	0.433
COc1cc2c(cc1OC)C13CC[N+]4(C)CC5=CCOC6CC(=O)N2C1C6C5CC34[O-] (stereo not drawn)	0.243
CN(C)CCCc1c[nH]c2ccccc12	-0.0837
C[C@]12CC[C@H]3[C@@H](CCC4=CC(=O)CC[C@@H]43)[C@@H]1CC[C@@H]2OC1(O)C(=O)c2ccccc2C1=O	-0.175
c1ccc2c(C3CCN(CCN4CCOCC4)C3)c[nH]c2c1 (stereo not drawn)	0.37
Nc1nc(N)c(N=Nc2ccc([As](=O)(O)O)c(O)c2)c(N)n1	-0.235
CC12CN(CC[N+](C)(C)C)CC1(C)C1CCC2O1 (stereo not drawn)	0.0833

Reformatted in markdown: 3 of the compounds above.
| SMILES | HT1080 EIF4E-luc2 |
| --- | --- |
| CN(CCC(=O)O)C1=Nc2ccc(Cl)cc2C(c2ccccc2)=[N+]([O-])C1 | 0.298 |
| NCC1OC(OC2C(CO)OC(OC3C(O)C(N)CC(N)C3OC3OC(CN)C(O)C(O)C3N)C2O)C(N)C(O)C1O (stereo not drawn) (tested in a mixture with another compound) | 0.0823 |
| Cc1ncc([N+](=O)[O-])n1CCN=[N+]=[N-] | -0.0958 |

(list continues)
SMILES	HT1080 EIF4E-luc2
CC(=O)OC1=CC2=CC[C@H]3[C@@H]4CCC(=O)[C@@]4(C)CC(=O)[C@]3(S)[C@@]2(C)CC1	0.1
C=C1C(=O)OC2CC3(C)OC3CC/C(C)=C/C(OC(C)=O)C12 (stereo not drawn)	-0.0894
N#CS.N=C=S.N=C=S.[Cu+2].[NH2-].[NH2-].[NH2-].[NH2-].c1ccc2ncccc2c1	-0.281
CC1OC(OC2C(O)C(O)C(O)C(O)C2O)C(N)CC1N=C(N)C(=O)O (stereo not drawn)	-0.0151
O=S(=O)(NCCO)c1cc[c]([Sb](=[O])([OH])[OH])cc1	0.25
O.O.[NH-]C1(C(=O)O)CCCC1.[NH-]C1(C(=O)O)CCCC1.[Ni+2]	-0.0657
CC(=O)C(=O)NC1/C=C(C)\C=C/C(O)C/C=C(C)\C=C/C(O)CC2OC(=O)C1(C)C(=O)C2C (stereo not drawn)	-0.366
COc1ccc2c(c1O)[C@]13CCN(C)[C@H](C2)[C@@H]1CCC(=O)C3	0.183
CN(C)CS/C(N)=N\C(O)C(Cl)(Cl)Cl (stereo not drawn)	-0.204
CCc1ccc([O-])c(C=NCCCN(C)CCCN=Cc2cc(C)ccc2[O-])c1.[Co+3].[N-]=[N+]=[N-]	0.264
Nc1ccc(S(=O)(=O)c2ccc(NCN3C(=O)NC(=O)C(=O)C3=O)cc2)cc1	0.242
COc1ccc(C(=O)O[C@H]2CC[C@@]3(C)[C@@H]4CC[C@H]5[C@]6(O)C[C@H](O)[C@@]7(O)[C@@H](CN8C[C@@H](C)CC[C@H]8[C@@]7(C)O)[C@]6(O)C[C@@]53OC24O)cc1OC	-0.107

A draw from above in order of count of non-hydrogen atoms, rising.
SMILES	HT1080 EIF4E-luc2
CN(C)CS/C(N)=N\C(O)C(Cl)(Cl)Cl (stereo not drawn)	-0.204
O=S(=O)(NCCO)c1cc[c]([Sb](=[O])([OH])[OH])cc1	0.25
CC12CN(CC[N+](C)(C)C)CC1(C)C1CCC2O1 (stereo not drawn)	0.0833
O.O.[NH-]C1(C(=O)O)CCCC1.[NH-]C1(C(=O)O)CCCC1.[Ni+2]	-0.0657
Nc1nc(N)c(N=Nc2ccc([As](=O)(O)O)c(O)c2)c(N)n1	-0.235
N#CS.N=C=S.N=C=S.[Cu+2].[NH2-].[NH2-].[NH2-].[NH2-].c1ccc2ncccc2c1	-0.281
CC(=O)OC1=CC2=CC[C@H]3[C@@H]4CCC(=O)[C@@]4(C)CC(=O)[C@]3(S)[C@@]2(C)CC1	0.1
Nc1ccc(S(=O)(=O)c2ccc(NCN3C(=O)NC(=O)C(=O)C3=O)cc2)cc1	0.242
CCc1ccc([O-])c(C=NCCCN(C)CCCN=Cc2cc(C)ccc2[O-])c1.[Co+3].[N-]=[N+]=[N-]	0.264
COc1ccc(C(=O)O[C@H]2CC[C@@]3(C)[C@@H]4CC[C@H]5[C@]6(O)C[C@H](O)[C@@]7(O)[C@@H](CN8C[C@@H](C)CC[C@H]8[C@@]7(C)O)[C@]6(O)C[C@@]53OC24O)cc1OC	-0.107

Not all compounds are listed. The share of hits here may be higher or lower than overall.
